West Nile antiviral = West Nile virus antiviral activity, cell-based, CPE readout (AID 1621); West Nile virus-infected cells, CPE inhibition; higher % means a stronger effect; one-dose CPE inhibition, % at 10 µM; IC50 in µM for titrated hits; 290,000 compounds, 0.02% hits; in the data active = a potency from the dose series; inconclusive = CPE inhibition mostly from about 3.7% at the one dose, without a potency; inactive = the rest, 99 in 100 with CPE inhibition below about 2.2%; also: strong numbers were not always called active
UTI89 phage lysis = inhibition of K1F phage lysis, E. coli UTI89, bacterial capsule biogenesis inhibitors, alamar blue (AID 488966); inhibition, % at 100 µM, or IC50 in µM where a hit was titrated; 340,000 compounds, 0.02% hits; E. coli UTI89 K1F phage lysis, alamar blue, 2 h; higher % means a stronger effect;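 active = phage lysis inhibition, versus mean bacterial control, above a set limit; inconclusive = no clear call, values can overlap the other calls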;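 also: capsule biogenesis inhibitors block K1F phage lysis so surviving cells raise fluorescence; higher fluorescence means more inhibition of phage lysis; actives were called in the ten point dose series up to 300 µM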
SV40 large T antigen = TAg ATPase/helicase activity blockers – biochemical (AID 1903); SV40 large T antigen ATPase/helicase inhibition assay; higher % means a stronger effect; inhibition, % at 20 µM; hits with a dose series show IC50 in µM; 310,000 compounds, 0.39% hits; in the data active = a potency from the dose series; inconclusive = inhibition mostly from about 32% at the one dose, without a potency; inactive = the rest, 99 in 100 with inhibition below about 32%; also: strong numbers were not always called active
Siah-1 displacement = blockers of Siah-1 interaction with plectin peptide – biochemical, fluorescence polarization, rhodamine-plectin, uHTS, primary screen (AID 1817) | Siah-1 / rhodamine-plectin peptide fluorescence polarization; higher % means a stronger effect | displacement, % at 20 µM; hits with a dose series show IC50 in µM | 290,000 compounds, 0.02% hits;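 active = displacement of at least 50% at 20 µM, with a fluorescence ratio check between 0.3 and a set limit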;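 also: plate controls were Siah plus tracer with DMSO for no effect and tracer alone without Siah for full effect; strong numbers were not always called active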
NS5 inhibitors = flavivirus cap methylation enzyme inhibition – biochemical, confirmation dose response, primary screen (AID 588689); Dengue-2 NS5 methyltransferase capping enzyme assay, biochemical; higher % means a stronger effect; inhibition, % at 25 µM, or IC50 in µM where a hit was titrated; 340,000 compounds, 0.3% hits; in the data active = a potency from the dose series; inconclusive = inhibition above about 29% without an active follow-up result
MgcRacGAP inhibition = MgcRacGAP GTPase-activating activity inhibitors, confirmation, biochemical, ADP Hunter fluorescence; MgcRacGAP-stimulated Rac1 GTP hydrolysis, ADP Hunter fluorescence; higher % means a stronger effect; GST-tagged Rac1 F28L mutant substrate; inhibition, % at 30 µM; hits with a dose series show IC50 in µM; 340,000 compounds, 0.6% hits; AID 624330;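 active = first-screen hits whose inhibition reached a set limit at any dose in the follow-up dose series; inconclusive = inhibition above the set first-screen limit but never retested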;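 also: fluorescence reports GDP produced by GAP-driven GTP hydrolysis; strong numbers were not always called active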
AID2073 = inhibitors of Mint1-CaV2.2 protein interaction, biochemical, HTRF (AID 2073). inhibition, % at 20 µM, or IC50 in µM where a hit was titrated. 290,000 compounds, 0.19% hits. HTRF protein-protein interaction, Mint1-CaV2.2; higher % means a stronger effect; in the data active = inhibition mostly above about 51%, no sharp cut-off; inconclusive = no clear call, values can overlap the other calls; inactive = mostly below about 53%; also: some results filed as inactive read as strong as hits
NTR1 ag = NTR1-driven beta-arrestin-GFP spot formation – imaging, U2OS cells, high content, primary screen (AID 493036); P30989; 330,000 compounds, 0.17% hits; agonist mode; activation, % at 20 µM;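 active = activation at or above 40% of the spot to cytoplasm intensity ratio, with at least 20 cells analyzed; inconclusive = wells under 20 cells, flagged as cytotoxic or low count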;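 also: 0% = DMSO without peptide and 100% = 100 nM NTR1 peptide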
Target sequence (P30989 whole entry, looked up): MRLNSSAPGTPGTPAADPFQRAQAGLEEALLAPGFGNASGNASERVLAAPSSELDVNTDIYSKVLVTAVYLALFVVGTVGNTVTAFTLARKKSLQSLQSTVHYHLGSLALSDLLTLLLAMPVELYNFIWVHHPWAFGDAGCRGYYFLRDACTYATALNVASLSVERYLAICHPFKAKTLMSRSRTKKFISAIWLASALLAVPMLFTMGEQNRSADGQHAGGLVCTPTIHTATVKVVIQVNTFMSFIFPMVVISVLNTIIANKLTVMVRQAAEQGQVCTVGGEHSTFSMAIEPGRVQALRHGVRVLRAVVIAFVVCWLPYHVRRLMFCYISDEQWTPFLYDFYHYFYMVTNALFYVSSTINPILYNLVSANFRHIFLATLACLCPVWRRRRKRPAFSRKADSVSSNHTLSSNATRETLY
RSV antiviral HEp-2 = RSV antiviral activity via CPE protection, HEp-2 cells, primary 10 µM value included (AID 2391) | HEp-2 cells, RSV-induced CPE inhibition; higher % means a stronger effect | CPE inhibition, % at 10 µM; hits with a dose series show IC50 in µM | 310,000 compounds, 0.13% hits; in the data active = a potency from the dose series; inconclusive = CPE inhibition mostly from about 23% at the one dose, without a potency; inactive = the rest, 99 in 100 with CPE inhibition below about 21%; also: strong numbers were not always called active
NTR1 ag cell count 20 µM = second read-out of NTR1 ag, no call of its own (marks repeat the call); cell count; measured here: cell count, cytotoxicity flag
Starred values were filed as active, the others as inactive; i = inactive; ? = inconclusive; nt = no result given; [ ] = remark or other dose.

Values run as follows: West Nile antiviral | UTI89 phage lysis | SV40 large T antigen | Siah-1 displacement | NS5 inhibitors | MgcRacGAP inhibition | AID2073 | NTR1 ag | NTR1 ag cell count 20 µM | RSV antiviral HEp-2
> Cc1cc(C2=NNC(=Nc3ccc(S(=O)(=O)N4CCOCC4)cc3)SC2)c(C)n1C
→ 0.5% | 0.0% | 3.0% | -8.7% | 4.7% | 16.0% | 52.0% | -0.9 | 60 | 1.0%
> Cc1ccc(S(=O)(=O)CC(=O)N(CCCN2CCOCC2)c2nc3c(F)cccc3s2)cc1
→ nt | 1.5%[50 µM] | 12.3% | nt | -10.1% | 6.7% | nt | 0.7 | 58 | -1.2%
> O=C(OCC(=O)N1CCC(Cc2ccccc2)CC1)c1cccnc1Cl
→ nt | -2.0% | nt | nt | 0.4% | 3.2% | nt | -1.9 | 38 | nt
> COc1cccc(CNC(=O)COC(=O)c2nn(C)c(=O)c3ccccc23)c1
→ nt | 0.1% | nt | nt | 4.0% | -1.7% | nt | 0.5 | 68 | nt
> Cc1noc(C)c1S(=O)(=O)N1CCN(Cc2ccc3c(c2)OCO3)CC1
→ -0.6% | 5.6% | -1.4% | 4.4% | -2.9% | 4.8% | 2.4% | 3.4 | 63 | -0.1%
> COc1cccc(C(=O)Nc2cc(C)nn2-c2ccccc2)c1OC
→ 0.1% | 0.3% | -1.4% | -1.3% | -10.6% | 4.8% | 10.2% | 1.4 | 50 | 1.1%
> O=C(Nc1ccc(F)c([N+](=O)[O-])c1)c1cccs1
→ -1.2% | 0.0% | 0.3% | -4.6% | 4.8% | 7.9% | -2.4% | 1.0 | 36 | 4.2%
> CSc1ccc(-c2sc(Nc3ccccc3)n[n+]2-c2ccccc2)cc1
→ -1.5% | 0.3% | 14.8% | 5.1% | -11.6% | 6.7% | -15.5% | 0.4 | 77 | 0.1%
> Cc1cc(C)c(S(=O)(=O)NNC(=O)C2CCN(Cc3ccccc3)CC2)c(C)c1
→ 0.9% | 0.7% | 2.6% | 2.1% | -11.3% | 8.0% | 0.1% | 0.9 | 84 | -0.4%
> CCOc1c(Br)cc(C(=O)N2CCCN(C)CC2)cc1OC
→ -0.7% | 0.0% | 6.5% | 0.2% | -0.3% | 7.9% | 8.2% | 0.1 | 83 | 0.9%
> NNC(=O)c1oc2nc(-c3ccc(Cl)cc3)cc(-c3ccccc3)c2c1N
→ 1.2% | -0.5%[50 µM] | 2.5% | 8.6% | -1.3% | 2.5% | 30.2% | nt | nt | 12.0%
> CCOc1ccc2nc(SCC(=O)Nc3ccc4[nH]c(=O)[nH]c4c3)[nH]c2c1
→ nt | 0.1%[50 µM] | 10.6% | nt | -1.5% | 5.4% | nt | 0.2 | 64 | -2.5%
> COC(=O)[C@H](CC(C)C)N1Cc2cc(OC)cc(OC)c2-c2ccccc2S1(=O)=O
→ nt | 0.4% | nt | nt | 0.7% | 15.9% | nt | 2.2 | 65 | nt
> Cc1n[nH]c(C)c1N=Nc1cc(Cl)ccc1Cl
→ -1.0% | 0.0% | 2.3% | -4.3% | -4.9% | 6.4% | 3.4% | 4.4 | 83 | 0.8%
> CCCCS(=O)c1snnc1C (stereo not drawn)
→ 0.1% | -0.7% | 5.8% | -1.7% | 0.7% | 0.9% | -5.7% | 0.9 | 46 | 2.6%

Continued (6 carried over from the part before).
Values run as follows: West Nile antiviral | UTI89 phage lysis | SV40 large T antigen | Siah-1 displacement | NS5 inhibitors | MgcRacGAP inhibition | AID2073 | NTR1 ag | NTR1 ag cell count 20 µM | RSV antiviral HEp-2
> CCOc1c(Br)cc(C(=O)N2CCCN(C)CC2)cc1OC
→ -0.7% | 0.0% | 6.5% | 0.2% | -0.3% | 7.9% | 8.2% | 0.1 | 83 | 0.9%
> NNC(=O)c1oc2nc(-c3ccc(Cl)cc3)cc(-c3ccccc3)c2c1N
→ 1.2% | -0.5%[50 µM] | 2.5% | 8.6% | -1.3% | 2.5% | 30.2% | nt | nt | 12.0%
> CCOc1ccc2nc(SCC(=O)Nc3ccc4[nH]c(=O)[nH]c4c3)[nH]c2c1
→ nt | 0.1%[50 µM] | 10.6% | nt | -1.5% | 5.4% | nt | 0.2 | 64 | -2.5%
> COC(=O)[C@H](CC(C)C)N1Cc2cc(OC)cc(OC)c2-c2ccccc2S1(=O)=O
→ nt | 0.4% | nt | nt | 0.7% | 15.9% | nt | 2.2 | 65 | nt
> Cc1n[nH]c(C)c1N=Nc1cc(Cl)ccc1Cl
→ -1.0% | 0.0% | 2.3% | -4.3% | -4.9% | 6.4% | 3.4% | 4.4 | 83 | 0.8%
> CCCCS(=O)c1snnc1C (stereo not drawn)
→ 0.1% | -0.7% | 5.8% | -1.7% | 0.7% | 0.9% | -5.7% | 0.9 | 46 | 2.6%
> COc1ccccc1CN(C)C(=O)c1ccccc1Sc1ccccc1C#N
→ -0.2% | -0.4% | -4.0% | -7.6% | 3.2% | -10.4% | -17.1% | 0.8 | 53 | 3.8%
> COc1ccc(NS(=O)(=O)c2nnc(NC(=O)c3ccccc3F)s2)cc1
→ 0.1% | i | nt | 0.2% | -1.4% | 5.0% | 8.4% | -0.4 | 42 | 2.4%
> Cc1c(CC(=O)O)c(=O)oc2cc(OCc3nn[nH]n3)ccc12
→ 0.4% | -0.1% | 6.3% | 3.9% | 3.4% | 8.9% | 12.6% | 0.9 | 42 | 1.7%
> CC1CC(C)CN(C(=O)CSc2nnc3ccccn23)C1 (stereo not drawn)
→ nt | 0.5%[50 µM] | nt | nt | 4.8% | 2.8% | nt | 0.8 | 67 | nt
> CC(CCc1ccccc1)NC(=O)CCc1cn(C)c2ccccc12 (stereo not drawn)
→ 0.1% | -0.1% | 8.2% | -2.1% | 3.9% | 11.5% | 0.6% | 2.1 | 98 | 1.4%
> [O-][n+]1ccc(C2CC2)cc1
→ -0.1% | 0.2% | 13.6% | 2.0% | -8.6% | 0.0% | 2.9% | -1.2 | 84 | 1.3%
> CCC(=O)NCCc1nc2cc(NC(=O)c3cccs3)ccc2n1C
→ 0.8% | 0.1% | 7.1% | 2.8% | -2.2% | 4.9% | -9.9% | -0.5 | 60 | -0.3%
> CC(C)Oc1ccc(S(=O)(=O)N2CCOCC2)cc1NC(=O)CC1CCCC1
→ nt | 0.0%[50 µM] | nt | nt | 0.4% | 1.4% | nt | 0.9 | 60 | -0.2%
> O=C(O)c1ccc(CSc2nc(-c3ccccc3)cc(C(F)(F)F)n2)cc1
→ 0.8% | 1.7% | 13.1% | 8.2% | -4.7% | 9.2% | 0.3% | 2.8 | 74 | 5.1%
> CC(=O)Nc1ccc(-c2csc(Nc3cccc(C)n3)n2)cc1
→ 0.1% | 0.2% | 6.3% | 10.3% | 2.4% | 4.8% | -7.7% | nt | nt | nt
> COc1cccc(/C=N/n2c(=O)[nH]c3ccccc32)c1OC
→ 1.7% | 0.6%[50 µM] | 10.2% | 4.3% | 3.2% | -9.7% | 2.2% | 3.9 | 71 | 3.8%
> O=C(NC(=S)Nc1ccc(O)cc1)c1ccccc1Cl
→ 0.1% | 0.2% | 6.97µM* | -6.1% | -3.9% | ? | -3.9% | 1.7 | 40 | -1.4%
> O=C1CN(C(=O)COC(=O)/C=C/c2ccco2)c2ccccc2N1
→ 0.1% | 3.7% | 13.7% | 11.6% | -3.0% | -0.4% | 9.0% | -0.3 | 63 | 1.0%
> COc1ccc(N(C(=O)c2ccco2)C(C(=O)NC2CCCC2)c2cccnc2)c(OC)c1 (stereo not drawn)
→ 0.0% | 0.4% | -4.0% | -4.4% | 1.6% | -0.4% | 6.3% | 0.5 | 49 | 0.3%
> COc1cc(C2NCCc3c2[nH]c2ccccc32)ccc1OC(C)C (stereo not drawn)
→ 0.1% | nt | -0.8% | 2.6% | nt | nt | -3.8% | 1.5 | 30 | -0.4%

The list goes on:
mol,West Nile antiviral,UTI89 phage lysis,SV40 large T antigen,Siah-1 displacement,NS5 inhibitors,MgcRacGAP inhibition,AID2073,NTR1 ag,NTR1 ag cell count 20 µM,RSV antiviral HEp-2
O=C(O)CSCC(=O)c1ccccc1,0.0%,1.0%,12.8%,0.2%,-2.8%,-2.4%,2.9%,1.2,48,0.6%
CCSc1nnc(NC(=O)CSc2nc3c(c(=O)n2-c2ccccc2OC)SCC3)s1,-0.2%,0.3%,23.8%,6.3%,-4.0%,18.2%,18.4%,8.4,61,2.8%
Cc1cc(/C=C(\C#N)C(=O)O)c(C)n1C1CC1,-0.2%,3.2%,11.4%,5.7%,0.7%,6.2%,-1.3%,-1.3,45,5.5%
COc1ccc2oc(C)c(C(=O)c3ccccc3)c2c1,nt,-1.9%,15.7%,nt,9.4%,0.4%,nt,0.8,49,2.8%
Cc1ccccc1N1C(=O)CC(Sc2nnc(-c3ccccc3)o2)C1=O (stereo not drawn),0.3%,-1.3%,5.6%,2.2%,-19.7%,14.4%,?,-0.9,41,0.7%
CCOc1ccc(NC(=O)CN2CCCC2c2cccs2)cc1S(=O)(=O)N1CCCCC1 (stereo not drawn),nt,-0.3%[50 µM],nt,nt,-10.3%,-1.4%,nt,2.5,54,5.3%
CCN(c1cccc(C)c1)S(=O)(=O)c1ccc2c3c(cccc13)C(=O)N2,1.6%,0.0%,6.0%,2.2%,-4.0%,-4.5%,16.1%,10.8,49,17.5%
O=C(Nc1ccc([N+](=O)[O-])cc1)Nc1ccc2c(c1)OCCO2,-0.8%,1.2%,-2.3%,-4.5%,-6.2%,4.5%,12.8%,3.8,99,-0.2%
COc1cc(Cl)c(S(=O)(=O)N2CCCC2)cc1Cl,0.2%,4.2%,17.9%,0.0%,0.0%,5.3%,7.2%,1.4,44,-2.0%
O=C(Nc1ccc2c(c1)OCO2)c1c(F)c(F)c(F)c(F)c1F,-0.7%,0.5%,5.8%,3.3%,-3.4%,-1.8%,-3.5%,1.3,63,-0.4%

(continued)
mol,West Nile antiviral,UTI89 phage lysis,SV40 large T antigen,Siah-1 displacement,NS5 inhibitors,MgcRacGAP inhibition,AID2073,NTR1 ag,NTR1 ag cell count 20 µM,RSV antiviral HEp-2
COc1ccc(C(O)P(=O)(OCC(C)C)OCC(C)C)c(OC)c1 (stereo not drawn),-1.0%,6.7%,6.3%,-1.8%,-2.2%,8.6%,5.8%,1.6,39,0.2%
COc1ccc(CN(C)C(=O)/C=C/c2ccc(S(=O)(=O)N3CCCCCC3)cc2)cc1,nt,-0.2%[50 µM],nt,nt,1.5%,-1.6%,nt,0.4,51,5.9%
CS(=O)(=O)N1CCN(c2ccc(NC(=S)NC(=O)c3cccs3)cc2)CC1,0.3%,0.3%,7.8%,-10.2%,-0.8%,7.0%,-5.0%,0.5,46,-0.8%
CCc1cccc(NC(=S)Nc2ccc(CN3CCOCC3)cc2)c1,0.4%,0.1%,21.6%,-4.5%,-10.8%,12.4%,-15.1%,0.7,62,-0.3%

Screening data as filed in PubChem BioAssay.
